F508del corr = CFTR F508del correction in bronchial cells; CFBE cells, YFP halide quenching; stimulated with forskolin plus potentiator P3; % fluorescence drop versus neutral controls; activity (quench increase), % at 7.58 µM; AID 720511; 0.36% of 350,000 active;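 active = mean added fluorescence quench of at least 8% versus neutral control, with both replicates also reaching 8%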;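 note: cells transiently co-express mutant CFTR-F508del with the halide-sensitive YFP; corrector assay measuring rescue of mutant channel to the surface after 24 h compound exposure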
esBAF inh = inhibitors of esBAF chromatin remodeling in mouse ES cells; AID 602393; reporter increase, % at 12.5 µM; Bmi1-luciferase knock-in reporter, 24 h; 100% = twice the neutral-well signal; 2% of 350,000 active; in the data active = activation above about 40%;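 note: 0% = median of the plate's neutral control wells and 100% = double that signal; a rise in the Bmi1 reporter signal indicates esBAF inhibition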
RAD54 inh = inhibitors of human RAD54 branch migration; RAD54 Holliday junction branch migration, FAM/BHQ fluorescence; inhibition, % at 10.4 µM; 0.14% of 360,000 active; AID 602329;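 active = mean normalized replicate activity at least 40 and at least half of replicates scoring 40 or more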;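 note: 0% = median of neutral control wells and 100% = median of positive control wells; inhibitors cause a drop in the FAM fluorescence signal; in these data hits start at about 50%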
ARNT-TACC3 inh = disruptors of human ARNT/TACC3 interaction | 0.66% of 390,000 active | inhibition, % at 9.99 µM | AlphaScreen His-ARNT PAS-B/GST-TACC3 binding, luminescence; TACC3 fragment carries E629A point mutation | AID 623870 | Q9Y6A5;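 active = mean inhibition of replicates at least 50% and at least half of replicates each reaching 50%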;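 note: 0% = complete ARNT plus TACC3 wells and 100% = ARNT alone without TACC3; many hits fall short of the cut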
ERAP1 inh = ERAP1 (human) enzyme inhibition | inhibition, % at 10.7 µM | AID 652197 | 0.15% of 340,000 active | recombinant ERAP1, Leu-AMC fluorescence, 60 min;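 active = mean replicate inhibition of at least 30%, or all replicates individually reaching that 30% level; inactive = mean below 30% and not every replicate reaching it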;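 note: 0% = neutral control wells and 100% = L-leucinethiol positive control wells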
GSIS activator = primary screen for activators of insulin secretion dependent on glucose, INS-1E cells, GLuc reporter luminescence | INS-1E GLuc reporter insulin secretion, 2-3 h | activation, % at 16.6 µM | 0.61% of 370,000 active;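 active = lowest replicate activation of at least 40%, so every replicate reaches that level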;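 note: 0% = median of neutral control wells and 100% = median of IBMX positive control wells; some compounds called inactive have numbers as strong as hits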
RAD52 anneal inh = inhibitors of human RAD52 DNA annealing. recombinant RAD52 DNA annealing, FRET fluorescence. AID 651710. 0.46% of 360,000 active. P43351. inhibition, % at 18.7 µM;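 active = every replicate showing at least 50% inhibition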
Target sequence (P43351 whole entry, looked up): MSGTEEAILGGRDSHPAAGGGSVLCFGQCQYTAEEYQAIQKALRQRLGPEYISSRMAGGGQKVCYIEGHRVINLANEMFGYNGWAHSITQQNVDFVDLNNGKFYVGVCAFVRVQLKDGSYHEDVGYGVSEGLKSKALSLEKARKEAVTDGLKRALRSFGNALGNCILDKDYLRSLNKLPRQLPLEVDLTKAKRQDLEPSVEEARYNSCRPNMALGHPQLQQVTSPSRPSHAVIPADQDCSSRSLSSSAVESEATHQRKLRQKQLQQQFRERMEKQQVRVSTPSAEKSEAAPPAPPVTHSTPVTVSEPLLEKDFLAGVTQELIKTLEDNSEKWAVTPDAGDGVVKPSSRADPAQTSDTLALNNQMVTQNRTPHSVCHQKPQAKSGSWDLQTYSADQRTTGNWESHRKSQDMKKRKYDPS
Xi reactivation = reactivates the inactive X chromosome in mouse fibroblasts; AID 743238; activation, % at 7.58 µM; XiGFP mouse fibroblasts, % GFP-positive cells imaging, 3 d; cells co-treated with 5-aza-dC sensitizer; scaled so ellipticine positive control = 100%; 0.055% of 360,000 active;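 active = mean normalized replicate activation at least 10% and every replicate at or above 10%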;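 note: 0% = median of on-plate neutral control wells and 100% = ellipticine 6 µM median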
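Assay system – SV40-immortalized XiGFP fibroblast cells, line 68-5-11 · Buffer or medium – DMEM supplemented with 5-aza-dC as sensitizing agent · Dosing – one concentration, pinned · Benchmarks – positive control ellipticine, 6 µM final · Times – 3 days compound exposure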
An asterisk follows results filed as active; . = no result given.

Under each structure: F508del corr | esBAF inh | RAD54 inh | ARNT-TACC3 inh | ERAP1 inh | GSIS activator | RAD52 anneal inh | Xi reactivation
[1] COC(=O)/C(=N/Nc1ccc(C)cc1)N1CCCc2ccccc21
    . | . | . | 21 | 3 | -6 | -6 | 0.0
[2] COc1cccc(CNS(=O)(=O)c2cc3c4c(c2)CCC(=O)N4CCC3)c1
    1.1 | 6 | . | 27 | 2 | 13 | -10 | 0.2
[3] O=C(N[C@H]1CC[C@@H](CCn2cc(-c3ccccn3)nn2)O[C@H]1CO)c1ccc(F)cc1
    0.7 | -4 | -7 | 60* | -5 | 29 | -7 | -0.3
[4] C[C@H](CO)N1C[C@H](C)[C@@H](CN(C)C(=O)Nc2ccc(F)cc2)Oc2c(NC(=O)C3CC3)cccc2C1=O
    -1.6 | -1 | 3 | 13 | 5 | 12 | 0 | 0.1
[5] O=C1N=C(N2CCOCC2)S/C1=C\c1ccc(OS(=O)(=O)c2ccccc2)cc1
    -0.1 | . | . | -13 | 1 | -20 | -9 | -0.1
[6] O=S(=O)(c1ccccc1)c1nc(-c2ccc(Cl)cc2)oc1NCCCN1CCOCC1
    -0.5 | 0 | -5 | . | -1 | -39 | -17 | 0.0
[7] COc1ccc(CN(C)C[C@@H]2Oc3ccc(NC(=O)CCC(F)(F)F)cc3CC(=O)N([C@@H](C)CO)C[C@H]2C)cc1
    1.2 | 0 | 5 | -7 | 0 | -11 | -4 | 0.0
[8] CN(C)S(=O)(=O)c1ccc(C(=O)Nc2ccn(C)n2)cc1
    2.3 | 7 | 6 | 4 | 14 | -20 | -3 | 0.4
[9] CN(CC1CCCO1)S(=O)(=O)c1ccc(C(=O)Nc2nnc(-c3ccccc3)o2)cc1 (centres undefined)
    8.2* | -23 | -13 | 21 | 0 | 15 | -3 | 0.1
[10] N#C/C(=C(/O)COC(=O)c1ccc(O)cc1)c1nc2ccccc2[nH]1
    -1.6 | 1 | -5 | 5 | 1 | 13 | -17 | 0.0
[11] Cc1noc(C)c1NC(=O)N(C)C[C@H]1Oc2ccc(N(C)C)cc2C(=O)N([C@@H](C)CO)C[C@@H]1C
    0.4 | -1 | -6 | -11 | -6 | 35 | 8 | 0.5
[12] CCc1nc2ccc(C(=O)Nc3ccc(OC)c(OC)c3)cn2c1N(C)Cc1nccs1
    0.4 | -2 | -3 | . | 7 | 17 | 12 | 0.1
[13] Cc1ccc(C)c(OCC(=O)NNC(=O)c2ccc(=O)[nH]c2)c1
    0.5 | -2 | -7 | . | 0 | 4 | -20 | 0.2
[14] COc1cccc(-c2ccc3c(c2)O[C@@H](CN(C)C(=O)C2CCOCC2)[C@@H](C)CN([C@@H](C)CO)S3(=O)=O)c1
    1.2 | -4 | 4 | 23 | -2 | -8 | -16 | -0.5
[15] COc1ccc2c3c([nH]c2c1)[C@@H](CO)N(Cc1ccccc1)CC31CN(S(=O)(=O)c2ccc(C)cc2)C1
    4.1 | . | . | . | -3 | 1 | -10 | 0.1
[16] Cc1ccc(-n2nc3c(=O)n(CCCC(=O)NCCN4CCN(C)CC4)nc(C)c3c2C)cc1
    0.9 | -5 | 1 | -79 | -3 | 4 | 1 | 0.0
[17] Fc1ccc(OCc2nc3ccccc3s2)cc1
    0.7 | . | . | -2 | 2 | 3 | -7 | 0.3
[18] Cc1cc(C(=O)Nc2cccc3c2O[C@H](CN(C)Cc2ccc(-c4ccccc4)cc2)[C@H](C)CN([C@H](C)CO)C3=O)n(C)n1
    0.7 | 3 | -6 | -7 | 1 | -20 | 10 | -0.1
[19] O=C1CC(NNc2nc3ccccc3s2)C(=O)N1c1ccc(F)cc1 (centres undefined)
    0.7 | -2 | . | 0 | 1 | -6 | 0 | -0.1
[20] N#Cc1cccc(C(=O)OCC(=O)N2CCCc3ccccc32)c1
    -2.5 | -9 | -5 | -1 | -2 | 5 | -10 | 0.1
[21] CC(=O)NCC(=O)N1CCC(n2nccc2NC(=O)CCCc2ccccc2)CC1
    0.7 | 17 | 5 | -10 | 0 | 3 | -6 | 0.1
[22] C[C@@H]1CCCCO[C@H](CN(C)S(C)(=O)=O)[C@@H](C)CN([C@@H](C)CO)C(=O)c2cc(NS(=O)(=O)c3cn(C)cn3)ccc2O1
    -2.9 | 2 | 0 | -1 | -2 | 15 | -3 | -0.1
[23] COc1cc(OC)nc(Nc2nc(CN)cs2)n1
    -1.5 | -4 | 25 | . | -1 | . | 19 | 0.1
[24] O=C1N=C(N2CCN(Cc3ccccc3)CC2)S/C1=C/c1cccs1
    2.5 | . | 5 | -6 | -3 | 1 | -16 | 0.1
[25] Cc1cc(N)n(-c2ccc(S(=O)(=O)c3ccc(C(C)C)cc3)cc2)n1
    4.2 | . | . | -2 | -5 | 0 | -7 | 0.0
[26] Cc1cc(-c2nc(C)c(-c3nnc(SCC(=O)Nc4ccccc4)n3C)s2)no1
    -7.2 | . | . | 4 | 2 | . | -6 | 0.0
[27] Cc1ccc(S(=O)(=O)N(C)C[C@H]2Oc3ncc(C#CCC(C)C)cc3C(=O)N([C@@H](C)CO)C[C@H]2C)cc1
    2.0 | 11 | -3 | -4 | 4 | -12 | -6 | 0.3
[28] Cc1nc(SCC(=O)N2CCNC2=O)c(C#N)c(C)c1C
    -2.5 | 5 | 3 | . | -2 | . | -3 | -0.2
[29] O=C(NC1C2CC3CC(C2)CC1C3)c1ccc(N2CCNCC2)c([N+](=O)[O-])c1 (centres undefined)
    -8.3 | 1 | -5 | 2 | 0 | -3 | -2 | 0.0
[30] Cc1ccccc1S(=O)(=O)N1CC[C@@H]2[C@H]1c1cc(-c3ccc(C#N)cc3)ccc1N[C@@H]2CO
    1.5 | -3 | 4 | -4 | 1 | 9 | -93 | 0.1

Compound profiles, from the list above:
`COc1cccc(-c2ccc3c(c2)O[C@@H](CN(C)C(=O)C2CCOCC2)[C@@H](C)CN([C@@H](C)CO)S3(=O)=O)c1` reads F508del corr = 1.2; esBAF inh = -4; RAD54 inh = 4; ARNT-TACC3 inh = 23; ERAP1 inh = -2; GSIS activator = -8; RAD52 anneal inh = -16; Xi reactivation = -0.5
`O=C1N=C(N2CCN(Cc3ccccc3)CC2)S/C1=C/c1cccs1` reads F508del corr = 2.5; esBAF inh = .; RAD54 inh = 5; ARNT-TACC3 inh = -6; ERAP1 inh = -3; GSIS activator = 1; RAD52 anneal inh = -16; Xi reactivation = 0.1

(list continues)
Under each structure: F508del corr | esBAF inh | RAD54 inh | ARNT-TACC3 inh | ERAP1 inh | GSIS activator | RAD52 anneal inh | Xi reactivation
[31] Cc1ccc(C(=O)Nc2ccccc2C(=O)O)cc1S(=O)(=O)NCc1ccccc1
    -0.1 | . | . | 0 | -12 | -9 | -8 | 0.0
[32] OC[C@H]1[C@H](c2ccc(C#CC3CCCC3)cc2)[C@H]2CN(CCC(F)(F)F)CCCCN21
    1.8 | -9 | 13 | 5 | 0 | 33 | 13 | 0.1
[33] O=C(COC(=O)CN1C(=O)COc2ccccc21)NCc1ccc(F)cc1
    0.6 | -8 | . | -1 | 2 | -2 | -6 | 0.0
[34] CC(C)=CCC/C(C)=C/CNC(=O)CC1C[C@H](C(=O)N(C(C)C)C(C)C)[C@@]2(C)c3[nH]c4ccccc4c3CCN2C1=O (some centres undefined)
    1.1 | 4 | -12 | -4 | 2 | -36 | 3 | -0.1
[35] CCOc1ccc(CNC(=O)CCC(=O)N2Cc3ccccc3Oc3ncccc32)cc1
    0.0 | 6 | 0 | -12 | -3 | -6 | -6 | 0.0
[36] COCCCN(Cc1cccs1)S(=O)(=O)c1csc(C(N)=O)c1
    -2.2 | -2 | -1 | -27 | -5 | -8 | -21 | 0.2
[37] CN(C)CCNC(=O)C(=O)NCC1CCCN1S(=O)(=O)c1cccs1 (centres undefined)
    0.6 | -1 | -3 | 1 | -6 | 21 | -2 | 0.0
[38] COCc1ccc(CN2CCCC(C(=O)Nc3ccc(-c4cccc(OC)c4)cc3)C2)o1 (centres undefined)
    1.1 | 1 | -12 | 2 | -2 | -19 | -25 | 0.0
[39] O=C(O)/C=C\C(=O)Nc1ccccc1N1CCN(c2ccccc2)CC1
    0.3 | 11 | 3 | -16 | 1 | -5 | -6 | -0.1
[40] CCc1ccc(/C=N/n2c(C)cc(C)c(C#N)c2=O)cc1
    . | -1 | -3 | -3 | 7 | 0 | -4 | 0.2
[41] CC=Cc1ccc2n(c1=O)C[C@@H]1[C@@H](CO)[C@H](C(=O)NC3CCCC3)N(Cc3nccs3)[C@H]21 (mixture of isomers)
    -2.8 | -3 | 12 | 10 | 0 | 17 | -22 | 0.7
[42] Cc1cc(C)cc(OCC(=O)OCC(=O)NC2CCCCCCC2)c1
    1.9 | 1 | 5 | -1 | 1 | -4 | -3 | 0.4
[43] O=C(CC1C(=O)NCCN1Cc1c(F)cccc1Cl)NCCCN1CCCC1=O (centres undefined)
    -0.7 | -4 | -15 | 0 | 0 | 1 | -10 | -0.1
[44] CCN(CC)CC(=O)Nc1ccc(/C(C)=N/NC2=NCCN2)cc1
    2.6 | . | . | 5 | 3 | 13 | 32 | 0.0
[45] C[C@H]1CN([C@@H](C)CO)C(=O)c2cccc(NC(=O)c3cnccn3)c2O[C@@H]1CN(C)CC1CCCCC1
    -3.9 | -7 | 3 | -5 | 8 | 9 | -26 | 0.0
[46] Cc1ccc(S(=O)(=O)Nc2ccc3c(c2)C(=O)N([C@H](C)CO)C[C@@H](C)[C@H](CN(C)S(=O)(=O)c2ccc(C)cc2)O3)cc1
    -2.0 | 4 | -5 | 2 | 3 | -2 | 17 | 0.2
[47] COc1ccc(NC(=O)CSc2nnc(Cc3cccn3C)n2-c2ccc(F)cc2)cc1OC
    -1.8 | 0 | -9 | 7 | 1 | -11 | -7 | 0.2
[48] COc1ccc(-n2c(=O)cc(N3CCOCC3)[nH]c2=O)cc1
    . | 10 | -7 | -6 | . | 8 | . | .
[49] O=C(c1ccc2c(=O)n3c(nc2c1)CCCCC3)N1CCN(c2ccc([N+](=O)[O-])cc2)CC1
    1.3 | -3 | -12 | 16 | 0 | -5 | -8 | 0.0
[50] C[C@@H]1CCCCO[C@@H](CN(C)S(=O)(=O)c2cn(C)cn2)[C@H](C)CN([C@@H](C)CO)C(=O)c2cc(NS(=O)(=O)c3cn(C)cn3)ccc2O1
    0.1 | -1 | -3 | 0 | 2 | 24 | 5 | 0.4
[51] CCc1ccc2nc(SCC(=O)Nc3nnc(C)s3)c(C)cc2c1
    -3.2 | . | . | -3 | 2 | 5 | -14 | -0.2
[52] COc1ccc(OCc2cc(C(=O)N3CCC(c4ccccc4)CC3)no2)c(Cl)c1
    0.7 | 31 | 0 | 15 | 2 | 12 | -4 | 0.0
[53] CC(C)c1ccccc1NC(=S)NC(=O)C1CCCCC1
    0.1 | 5 | 3 | -7 | 0 | -14 | -6 | -0.1
[54] Cc1ccc2nc(CCc3nc4ccc(C)cc4o3)oc2c1
    . | -2 | 15 | -2 | . | -2 | . | .
[55] COC(=O)CCCCCCCC(=O)Nc1nnc(C(F)(F)F)s1
    -0.7 | -2 | . | -5 | 4 | 3 | -5 | -0.1
[56] COc1ccc(/C(C)=N/OCC(=O)Nc2nc3ccccc3s2)cc1OC
    -0.5 | -7 | -2 | -15 | 3 | 6 | -42 | -0.1

Printed as active in ARNT-TACC3 inh, among the entries above:
nr	smiles	F508del corr	esBAF inh	ARNT-TACC3 inh	ERAP1 inh	GSIS activator	RAD52 anneal inh
3	O=C(N[C@H]1CC[C@@H](CCn2cc(-c3ccccn3)nn2)O[C@H]1CO)c1ccc(F)cc1	0.7	-4	60*	-5	29	-7
